# EP2 antag = human EP2 receptor antagonists, primary screen, TR-FRET cAMP, C6 glioma cells; C6 glioma cells expressing human EP2; cells stimulated with saturating PGE2; inhibition, % at 25 µM; 0.52% of 260,000 active;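 active = percent inhibition above 40 after rounding to a whole number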;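 also: rat C6 glioma host cells with rolipram phosphodiesterase inhibitor present; the protocol text gives 20 µM as final concentration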
# Target sequence (P43116 whole entry, looked up): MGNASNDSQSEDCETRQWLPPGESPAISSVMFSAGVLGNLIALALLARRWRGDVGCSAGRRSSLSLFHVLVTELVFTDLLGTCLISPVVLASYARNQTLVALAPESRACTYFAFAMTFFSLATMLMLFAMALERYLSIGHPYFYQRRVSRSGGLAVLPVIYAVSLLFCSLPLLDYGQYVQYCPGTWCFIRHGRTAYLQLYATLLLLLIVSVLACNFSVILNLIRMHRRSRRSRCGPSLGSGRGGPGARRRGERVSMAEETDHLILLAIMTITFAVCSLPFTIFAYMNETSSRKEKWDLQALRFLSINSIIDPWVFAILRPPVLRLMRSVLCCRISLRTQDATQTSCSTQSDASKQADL
# 14-3-3 Bad PPI = inhibitors of 14-3-3 zeta/Bad binding, primary screen, biochemical, TR-FRET, bovine 14-3-3 zeta. TR-FRET 14-3-3zeta/Dy647-pBad peptide displacement, 1 h. inhibition, % at 21.7 µM. 0.71% of 220,000 active. AID 781, 2007;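 active = inhibition above about 70%, limit read from the data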;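 also: 0% = full 14-3-3 plus peptide FRET controls and 100% = background without 14-3-3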
# EP2 mod = EP2 receptor modulators, cAMP readout, primary screen, cell-based, HTRF cAMP, PGE2 stimulation. EP2-expressing cells, cAMP HTRF FRET, PGE2 co-stimulation. induction, % at 25 µM. AID 940, 2007. Prostaglandin E2 receptor EP2 subtype (Homo sapiens), P43116. 0.83% of 260,000 active;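 active = compounds whose cAMP rise, as percent of the full-agonist control response, exceeds 60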;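 also: rat C6 glioma line stably carrying human EP2 under a CMV promoter; the protocol text gives 20 µM as final concentration; 100% = response of wells given 1 µM PGE2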
# TRPML3 ag = human TRPML3 channel agonists, primary screen, cell-based, HEK293 TRPML3-YFP, Fluo-8 calcium fluorescence, 3 µM; Mucolipin-3 (Homo sapiens), Q8TDD5; 100% = the carbachol control signal; activation, % at 3 µM; 0.29% of 220,000 active; AID 1448, 2008;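 active = activation above its plate's cutoff, the mean activation of the plate's test wells plus 3 SD, cut at about 12% in these data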;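 also: 0% = DMSO only wells and 100% = carbachol wells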
# Target sequence (Q8TDD5 whole entry, looked up): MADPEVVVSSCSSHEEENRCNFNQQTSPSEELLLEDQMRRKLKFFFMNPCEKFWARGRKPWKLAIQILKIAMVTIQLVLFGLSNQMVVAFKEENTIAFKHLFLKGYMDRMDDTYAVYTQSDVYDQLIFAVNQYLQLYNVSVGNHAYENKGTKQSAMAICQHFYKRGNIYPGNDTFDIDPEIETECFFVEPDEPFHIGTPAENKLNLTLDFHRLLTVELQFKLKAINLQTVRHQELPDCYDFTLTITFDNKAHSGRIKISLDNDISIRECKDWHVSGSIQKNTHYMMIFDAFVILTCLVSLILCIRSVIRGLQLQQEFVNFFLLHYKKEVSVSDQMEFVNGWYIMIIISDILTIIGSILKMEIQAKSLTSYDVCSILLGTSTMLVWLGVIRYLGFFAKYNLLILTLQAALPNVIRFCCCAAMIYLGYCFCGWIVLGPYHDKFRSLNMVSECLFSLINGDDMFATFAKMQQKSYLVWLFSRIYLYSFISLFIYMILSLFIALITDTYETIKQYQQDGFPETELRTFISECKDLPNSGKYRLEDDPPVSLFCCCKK
#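 system = HEK293 cells stably carrying human TRPML3-YFP | doses = one concentration, 3 µM nominal, 0.3% DMSO | timing = dye loading 1 h 37 °C then 30 min ambient, 125 s read | detection = Fluo-8 calcium dye fluorescence, ex 470-495, em 515-575 nm | benchmarks = high control carbachol 87 µM, low control DMSO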
# PPC-1+TRAIL kill = compounds killing PPC-1 cancer cells with TRAIL present, primary screen, TRAIL potentiator project, ATPLite luminescence, uHTS; cell killing (% activity), % at 4 µM; PPC-1 cells + TRAIL, ATPLite viability luminescence; 0.41% of 220,000 active; AID 1443, 2008;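 active = cell killing above 50% in the first pass at 4 µM, then a duplicate retest at 5 µM averaging 50% or more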;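 also: plate controls were cells with TRAIL plus DMSO for no effect and medium-only wells lacking cells for full effect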
# CHOP inhibitor = inhibitors of CHOP promoter induction, primary screen, cell-based, unfolded protein response, luciferase reporter | CHO-K1 CHOP-promoter luciferase, tunicamycin-induced, 15-18 h | inhibition, % at 10 µM | 3.8% of 220,000 active | AID 2732, 2010;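 active = compounds that reduced the stress-induced luciferase reporter signal by more than about 70% of percent inhibition, limit read from the data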;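 also: 0% = tunicamycin plus vehicle and 100% = wells without tunicamycin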
# NPY-Y1 PAM-ag = NPY-Y1 receptor potentiators or agonists, primary screen, cell-based; Neuropeptide Y receptor type 1 (Homo sapiens), P25929; activation, % at 3.6 µM; NPY-Y1 expressing cells, potentiator/agonist activation; 0.37% of 220,000 active; in the data active = activation above about 33%, passing the limit was not always enough;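 also: cells stimulated with NPY at EC10 then isoproterenol at EC100; 0% = low agonist plus stimulus and 100% = saturating agonist plus stimulus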
# zfTRPN1 agonist = zebrafish TRPN1 channel agonists, primary screen, cell-based, HEK293, calcium fluorescence; transient receptor potential cation channel N1 (TRPN1/NompC), Danio rerio; HEK293 zebrafish TRPN1-YFP, Fluo-8 calcium fluorescence; 100% = response to 87 µM carbachol; activation, % at 3 µM; 0.18% of 220,000 active; AID 1424, 2008;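 active = activation above its plate's cutoff, the mean activation of test wells on that plate plus 3 SD, cut at about 19% in these data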;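 also: 0% = DMSO alone and 100% = 87 µM carbachol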
#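 Control set: carbachol 87 µM as high control, DMSO as low control; system: HEK293 stable line with zebrafish TRPN1-YFP; read-out: % activation versus carbachol response; detection: intracellular calcium fluorescence with Fluo-8; doses: single test compound dose, 3 µM nominal, 0.3% DMSO; schedule: dye 1 h 37 °C plus 30 min RT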
# NPY-Y1 antag = NPY-Y1 receptor antagonists, primary screen, cell-based. Neuropeptide Y receptor type 1 (Homo sapiens), P25929. HEK293-CNG Y1 cells, membrane potential fluorescence; NPY at EC95, then isoproterenol. inhibition, % at 3.6 µM. 1% of 200,000 active. AID 1040, 2008;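 active = inhibition above the campaign mean inhibition of all tested compounds plus 3 SD, cut at about 20% in these data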;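 also: 0% = DMSO wells given NPY plus isoproterenol and 100% = isoproterenol alone without NPY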
#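 System: HEK293 cells with Y1 receptor plus CNG channel / Probe or stimulus: NPY 25 nM then isoproterenol 1 µM plus Ro 20-1724 25 µM / Compound: one concentration, 3.6 µM, in 0.4% DMSO / Schedule: compound incubation 1 h at room temperature, readout 45 min post-stimulation / Measured by: membrane potential fluorescence / Read-out: % inhibition of NPY effect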
# Starred values were filed as active, the others as inactive; · = not tested or not shown; [ ] = remark or other dose.
# Start of the data: the first 3 entries as a preview:
SMILES,EP2 antag,14-3-3 Bad PPI,EP2 mod,TRPML3 ag,PPC-1+TRAIL kill,CHOP inhibitor,NPY-Y1 PAM-ag,zfTRPN1 agonist,NPY-Y1 antag
N#Cc1ccccc1NC(=O)C1CC(=O)N(c2ccc3c4c(cccc24)CC3)C1 (configuration not stated),3,-11,-28,0.6,2,36,-12,-0.3,-3
CC1=CC(=C2C(=O)c3ccccc3C2=O)C=C(C)N1C,·,-8,-6,0.8,11,21,5,1.1,1
O=C(O)Cc1ccc(NS(=O)(=O)c2ccccc2Cl)cc1,2,-3,0,0.0,24,10,-2,0.8,-6

# Results, from the first entry:
SMILES,EP2 antag,14-3-3 Bad PPI,EP2 mod,TRPML3 ag,PPC-1+TRAIL kill,CHOP inhibitor,NPY-Y1 PAM-ag,zfTRPN1 agonist,NPY-Y1 antag
N#Cc1ccccc1NC(=O)C1CC(=O)N(c2ccc3c4c(cccc24)CC3)C1 (configuration not stated),3,-11,-28,0.6,2,36,-12,-0.3,-3
CC1=CC(=C2C(=O)c3ccccc3C2=O)C=C(C)N1C,·,-8,-6,0.8,11,21,5,1.1,1
O=C(O)Cc1ccc(NS(=O)(=O)c2ccccc2Cl)cc1,2,-3,0,0.0,24,10,-2,0.8,-6
CCOc1ccc(C(=O)Nc2cccc(C(C)=O)c2)cc1[N+](=O)[O-],11,20,-12,0.1,3,8,17,0.3,2
S=c1[nH]nc(-c2cccc(Cl)c2)n1/N=C/c1ccco1,7,4,22,-1.0,19,10,-12,-1.4,·
COc1ccc(C2/C(=C(/O)c3ccccc3)C(=O)C(=O)N2CCO)cc1 (configuration not stated),·,9,11,1.2,-1,29,28,2.1,-3
CC(C)(C)NC(=O)N1CCn2cccc2C1c1ccccc1F (configuration not stated),4,-6,5,0.1,-8,-25,19,-1.4,0
C=C(C)C(=O)Nc1ccc(OC(F)(F)C(F)F)c(NC(=O)C(=C)C)c1,4,-16,4,-0.2,-4,20,-2,0.4,-3
Cc1cccc(NC(=O)c2cccnc2)c1,6,-2,-2,-0.1,10,-9,13,0.5,-5
Cc1ccccc1OCC(=O)NNC(=O)CCN1C(=O)c2ccccc2C1=O,5,2,-9,-0.4,15,0,-1,1.4,5
COc1ccc2[nH]cc(CCN=C3SCC(=O)N3C)c2c1,15,0[fluorescence artefact?],9,-0.5,22,-14,-6,-0.2,-4
COc1ccc(Nc2ccc(S(=O)(=O)N3CCCCC3)cc2[N+](=O)[O-])cc1,8,85*,4,1.1,-10,35,-7,2.9,8
COc1ccc2c(c1)OC13CCCCC1C2C(C(=O)c1ccccc1)C(=O)N3 (configuration not stated),10,-2,22,0.4,4,30,-8,0.5,2
C=CCN(N=Nc1cccc([N+](=O)[O-])c1)c1cccc([N+](=O)[O-])c1,·,10,51,0.2,36,26,-43,0.6,10
O=C(NCCCn1ccnc1)c1nn2c(C(F)(F)F)cc(-c3ccc(Br)cc3)nc2c1Cl,13,0,36,-0.3,28,43,23,-1.9,2
CC1CCc2nn(CC(=O)NCCN3CCOCC3)cc2C1 (configuration not stated),4,1[fluorescence artefact?],25,-0.2,16,29,14,1.3,1
Cc1ccc(/C=N/NC(=O)CN2CCN(S(=O)(=O)c3ccc(Br)cc3)CC2)s1,9,5,-14,-0.7,0,28,-12,-0.8,4
Cc1ccc(C2NC(=O)c3c(sc(C)c3C)N2)c(O)c1 (configuration not stated),6,-8,-9,0.9,10,-11,-9,-0.2,-5
O=C(O)CNS(=O)(=O)c1cccc(Cl)c1,6,1,16,0.5,0,6,5,1.0,·
O=C(NCCc1c[nH]c2ccccc12)Nc1cccc2ccccc12,26,1,-72,-1.1,-10,9,-1,-1.7,0
COc1cccc(CN2CCNC(=O)C2CC(=O)NCCOc2cccnc2)c1OC (configuration not stated),-1,-3,6,1.5,8,2,8,-0.2,1
CC(C)N(C(=O)NC(=O)NCC1CCCO1)S(C)(=O)=O (configuration not stated),13,9[fluorescence artefact?],7,0.1,13,-20,4,-0.3,-5
COc1ccc(OCCCC(=O)Nc2nnc(C3CCCO3)s2)cc1 (configuration not stated),4,-1,11,0.5,7,12,-5,1.6,5
COc1cccc(-n2c(CN3CCN(c4ccc(C)cc4)C(C)C3)nc3ccc([N+](=O)[O-])cc3c2=O)c1 (configuration not stated),9,-16[fluorescence artefact?],9,0.5,21,11,0,-1.4,-1
CC1=NN(c2cccc([N+](=O)[O-])c2)C(=O)C1,6,-16,12,0.7,13,14,23,0.5,0

# Continued.
SMILES,EP2 antag,14-3-3 Bad PPI,EP2 mod,TRPML3 ag,PPC-1+TRAIL kill,CHOP inhibitor,NPY-Y1 PAM-ag,zfTRPN1 agonist,NPY-Y1 antag
C#CC(C)(C)NC(=O)CSc1nc2c(c(=O)n(C)c(=O)n2C)n1CCCC,5,4[fluorescence artefact?],14,-0.2,9,-25,15,0.6,5
CCN(CCNC(=O)CS(=O)(=O)Cc1nc(-c2cccc(OC)c2)oc1C)c1ccccc1,3,2,15,-0.2,-4,-15,-47,0.9,17
COCCNc1nc(-c2cc(C)n(CCc3ccc(OC)cc3)c2C)cs1,8,60,14,0.8,·,-6,3,1.4,-2
CNS(=O)(=O)c1cccc(C(=O)OCC(=O)NCc2ccccc2)c1,3,-1,0,0.3,-12,-1,26,-1.3,0
CC(C)c1ccc(Nc2nnc(SC3CCOC3=O)s2)cc1 (configuration not stated),7,1,-11,0.1,14,-31,34,0.5,-6
COc1ccc(-n2c(O)c(/C=N/NS(=O)(=O)c3cc(C)ccc3C)c3ccccc3c2=O)cc1OC,4,-10[fluorescence artefact?],15,0.6,-26,33,0,1.4,-1
CCC(=O)Nc1ccc(NC(=O)CSc2nc3cc4c(cc3cc2C)CCC4)cc1,4,17,-27,0.3,28,94*,-8,1.9,4
COCCn1nnnc1SCC(=O)Nc1ccc2c(c1)OCO2,6,-5,-2,0.4,3,-8,5,0.3,4
Cc1nc(C(F)(F)F)c(C(=O)N/N=C(\N)c2ccccn2)s1,6,-14,12,0.2,13,51,-3,1.1,0
O=C(Nc1ccccc1)c1ccc(NCCc2ccccc2)c([N+](=O)[O-])c1,8,3[fluorescence artefact?],-20,0.8,4,-16,16,2.4,-4
CC(=O)C1=C(c2ccccc2)NC(=O)NC1c1ccccc1OCC#N (configuration not stated),6,4,3,0.2,8,-15,-12,-0.7,0
COc1cc(S(=O)(=O)N2CCCCCC2)ccc1Cl,16,-4,46,44*,8,-1,-5,-1.6,-2
Cc1ccc(-n2c(SCC(=O)Nc3cc(C)on3)nc3c([nH]c4ccccc43)c2=O)cc1,·,7,1,-0.2,-9,13,19,-0.5,3
COc1ccc(C(O)(c2ccccc2OC)C(CN2CCOCC2)c2ccccc2)cc1 (configuration not stated),8,-7,11,0.1,12,0,4,0.4,2
O=C(Nc1nncs1)c1cccc(S(=O)(=O)N2CCCC2)c1,6,-2,-9,1.1,14,-23,-12,0.9,-7
CCOC(=O)N1CCN(C(=O)C2CCC(CNS(=O)(=O)c3ccccc3)CC2)CC1 (configuration not stated),19,·,·,1.2,0,·,-7,1.3,10
Cc1cc(C)c(S(=O)(=O)N(CC(=O)N2CCOCC2)C2CCCCC2)c(C)c1,9,-4,-14,0.6,-1,38,-3,-0.3,10
COc1ccc(OC)c(/C=N/NC(=O)CC2C(=O)NN=C2C)c1 (configuration not stated),2,-3,-6,0.6,5,3,13,1.8,-1
NC(C(=O)O)C(c1ccccc1)C(F)F (configuration not stated),3,7,-20,0.5,2,-2,0,-0.2,·
CCC(C)NC(=O)COc1ccc(Br)c(C)c1 (configuration not stated),8,-19[fluorescence artefact?],-17,0.1,22,19,3,-0.6,0
COC(=O)CSc1ccc2c(N)c(C(=O)OC)sc2c1,6,-12,-41,-0.1,-1,4,-8,0.2,3
O=C(CSc1ncn[nH]1)Nc1ccnc2ccccc12,14,-2,-12,1.2,-5,14,-3,1.7,5
CC(C)CC(=O)NC(NC(=S)Nc1ccccc1)C(Cl)(Cl)Cl (configuration not stated),9,-2,-38,0.6,12,11,-24,0.1,13
CCOc1ccc(/C=C(/NC(=O)c2ccccc2Cl)C(=O)O)cc1,5,-2,23,0.8,18,11,-4,2.2,-1
C=CCn1c(SCC(=O)NCc2cccs2)nnc1C1CCCCC1,8,3,0,0.1,11,2,-6,-0.5,5

# Next section:
SMILES,EP2 antag,14-3-3 Bad PPI,EP2 mod,TRPML3 ag,PPC-1+TRAIL kill,CHOP inhibitor,NPY-Y1 PAM-ag,zfTRPN1 agonist,NPY-Y1 antag
CCOc1ccc(/C=C(\C(=O)O)c2ccc(S(=O)(=O)N3CCOCC3)s2)cc1OC,16,-4[fluorescence artefact?],21,0.0,-13,-8,-19,0.3,-4
COc1ccc(CC(=O)Nc2cc(=O)n(C)c(=O)n2C)cc1,10,8,22,0.2,18,34,-6,0.1,-2
COc1ccccc1/C=C/C(=O)Nc1cccc(C(C)=O)c1,7,1,-22,1.1,9,-5,-3,0.3,4
COc1ccc(CCN2C(=O)C3C4C=CC(C5CC45)C3C2=O)cc1OC (configuration not stated),12,-7,-14,2.5,2,-2,-2,3.6,1
Cc1ccc(NC(=O)c2ccc(CNS(=O)(=O)c3cccc(C(F)(F)F)c3)cc2)cc1,11,5[fluorescence artefact?],-20,-0.6,13,16,6,0.0,-3
COc1cc(Br)cc2cc(C(=O)N3CCN(c4ccccn4)CC3)c(=O)oc12,1,7,-5,0.2,31,51,-9,2.6,4
CC(=O)N=C1SC2CS(=O)(=O)CC2N1c1c(Cl)cccc1Cl (configuration not stated),8,0,13,-0.4,12,-3,-5,0.5,0
COc1cc(-c2nnc(SCC(=O)Nc3ccc4c(c3)OCCO4)o2)cc(OC)c1OC,7,0[fluorescence artefact?],-8,0.7,13,10,-14,0.8,2
O=c1[nH]ncc(N2CCCCCC2)c1Cl,15,-8,17,0.0,3,-20,8,0.5,-8
Cc1ccc(NC2CC(C)NC(=S)N2)cc1 (configuration not stated),12,-2,4,0.8,6,8,27,2.8,·
CC(C)Cn1c(O)c(/C=C2\C=NN=C2c2ccccc2)sc1=S,5,-1,11,0.7,-2,71*,22,-1.1,6
O=C1CCCC2=C1C1(CCCC1)N=C(Nc1nc3ccccc3s1)N2,5,9,7,0.9,14,65,-23,1.2,-7

# This is a subset, so the mix of outcomes need not match the whole.
